# RAD52 inh – RAD52 (human) annealing inhibition. actives 0.46% (n = 360,000). inhibition, % at 18.7 µM. AID 651710. P43351. recombinant RAD52 DNA annealing, FRET fluorescence;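 active means every replicate showing at least 50% inhibition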
# Cneo AK release – Cryptococcus neoformans lysis via adenylate kinase release. actives 0.2% (n = 360,000). lysis activity, % at 15 µM. AID 651654. C. neoformans lysis, adenylate kinase release luminescence, 4 h; normalised: neutral wells 0, clomiphene wells 100;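 active means mean lysis activity across replicates of at least 80%, whatever share of replicates individually reach that level; inactive means mean lysis activity below 80%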
#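 Material – Cryptococcus neoformans yeast cells · Quantity – 5 × 10^6 yeast cells/mL · Buffer or medium – YPD medium · Compound – single dose · Timing – 4 h static compound exposure, 37 °C, read 1 h post-reagent · Signal – adenylate kinase release luminescence · Read-out basis – lysis from increased AK signal · Benchmarks – Clomiphene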
# RAD54 branch – blocks human RAD54 Holliday junction branch migration; Q92698; FAM/BHQ fluorescence; inhibition, % at 10.4 µM; actives 0.14% (n = 360,000);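 active means mean normalized replicate activity at least 40 and at least half of replicates scoring 40 or more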;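 further: 0% = median of neutral control wells and 100% = median of positive control wells; inhibitors cause a drop in the FAM fluorescence signal; in these data hits start at about 50%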
# Target sequence (Q92698 whole entry, looked up): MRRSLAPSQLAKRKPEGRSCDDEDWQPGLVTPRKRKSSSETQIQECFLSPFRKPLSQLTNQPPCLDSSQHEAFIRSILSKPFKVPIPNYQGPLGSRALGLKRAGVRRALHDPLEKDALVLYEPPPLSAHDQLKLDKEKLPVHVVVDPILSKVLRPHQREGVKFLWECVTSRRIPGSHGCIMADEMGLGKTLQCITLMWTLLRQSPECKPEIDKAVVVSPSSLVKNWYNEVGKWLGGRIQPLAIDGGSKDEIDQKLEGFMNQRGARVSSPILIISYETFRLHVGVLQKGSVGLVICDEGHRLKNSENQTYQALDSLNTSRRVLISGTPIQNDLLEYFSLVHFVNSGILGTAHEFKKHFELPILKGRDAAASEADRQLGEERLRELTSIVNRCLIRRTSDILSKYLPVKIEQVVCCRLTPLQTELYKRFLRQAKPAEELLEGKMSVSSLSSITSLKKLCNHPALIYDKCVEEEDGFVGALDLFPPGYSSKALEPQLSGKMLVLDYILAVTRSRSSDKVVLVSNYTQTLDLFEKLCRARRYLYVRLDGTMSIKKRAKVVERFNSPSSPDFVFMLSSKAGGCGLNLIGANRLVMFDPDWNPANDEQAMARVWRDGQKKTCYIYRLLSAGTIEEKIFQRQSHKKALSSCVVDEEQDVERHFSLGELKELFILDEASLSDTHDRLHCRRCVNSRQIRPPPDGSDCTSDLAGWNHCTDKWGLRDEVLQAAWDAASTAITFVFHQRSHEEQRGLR
# E-selectin induc – induces E-selectin expression in human endothelial cells; HUVEC E-selectin immunofluorescence imaging; normalized: neutral wells 0, TNF-alpha wells 100; activation, % at 7.58 µM; actives 0.37% (n = 260,000); AID 686992;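 active means mean E-selectin-positive cell signal at least 10% of the positive control, reached in at least 60% of replicates, without over 20% cell loss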;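 further: in these data hits start at about 27%; measured in HUVEC primary endothelial cells; signal is the percent of cells scored E-selectin positive by PE staining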
#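 material = human umbilical vein endothelial cells (HUVEC), E-selectin induction | quantity = 3,000 cells/well | medium = EGM-2 growth medium on 0.1% gelatin-coated wells | technique = immunofluorescence imaging | read-out basis = % PE-positive cells | control set = TNF-alpha positive control, DMSO neutral control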
# miR122 inh – blocks miR-122 activity in Huh7 sensor cells; actives 0.3% (n = 340,000); activation (reporter increase), % at 12.5 µM; Huh7 miR-122 Renilla luciferase sensor, 48 h; neutral wells = 0, positive control = 100;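 active means mean replicate activation score at least 90 and every replicate individually at or above 90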;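 further: higher luciferase means less miR-122 activity so hits act as miR-122 inhibitors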
# PGC1a acetyl inh – modulators of PGC1a acetylation | inhibition, % at 15.6 µM | actives 0.17% (n = 350,000) | U2OS PGC1a acetylation, AlphaScreen anti-acetyl-lysine; with virally co-expressed GCN5 acetyltransferase;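 active means every replicate shows inhibition of at least 40%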;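 further: 0% = neutral control wells and 100% = positive control wells; some results beyond the cut were filed as inactive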
# ERAP1 HTS inh – ERAP1 (human) enzyme inhibition | recombinant ERAP1, Leu-AMC fluorescence, 60 min | Q9NZ08 | actives 0.15% (n = 340,000) | inhibition, % at 10.7 µM;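 active means mean replicate inhibition of at least 30%, or all replicates individually reaching that 30% level; inactive means mean below 30% and not every replicate reaching it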;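 further: 0% = neutral control wells and 100% = L-leucinethiol positive control wells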
# PglD inh – PglD (C. jejuni) enzyme inhibition; inhibition, % at 12.5 µM; purified PglD enzyme, DTNB colorimetric CoA detection; AID 602405; actives 0.098% (n = 360,000); in the data active means inhibition above about 16%, passing the limit was not always enough; further: strong numbers were not always called active
# Numbers without * were called inactive; . = not tested or not shown; & = joins results of further samples; [ ] = another dose, or the depositor's remark.
SMILES | RAD52 inh | Cneo AK release | RAD54 branch | E-selectin induc | miR122 inh | PGC1a acetyl inh | ERAP1 HTS inh | PglD inh
Cc1ccc2nc(-c3ccccc3)cc(C(=O)N3CC(C)OC(C)C3)c2c1 (stereo not given) | -13 | -2 | 1 | . | -1 | . | 2 | 7
Cc1ccccc1-n1c(Cc2cccs2)n[nH]c1=S | -16 | 5 | -1 | . | 1 | 2 | -2 | -1
CC(Cc1ccccc1)N/C=C1/CC(=O)NC1=O (stereo not given) | . | -1 | -7 | . | -2 | -13 | . | 0
Cc1c(Cl)cccc1NC(=S)NCc1ccccc1Cl | . | 10 | -4 | 0.0 | 31 | -29 | . | -3
COc1ccc(Br)c(Cn2c(C)c(C(=O)NCCC#N)sc2=O)c1 | -20 | 0 | -3 | . | . | . | . | 4
CCCCOc1ccc(C(=O)Oc2ccc(C)nc2)cc1 | -1 | -2 | -7 | . | 2 | -16 | 2 | 1
CCCc1ccc(Oc2cc(N3CCOCC3)nc(-c3ccccc3)n2)cc1 | -2 | 1 | 8 | . | -4 | 3 | 3 | 1
C[C@@H]1CN([C@H](C)CO)C(=O)c2cccc(NS(=O)(=O)c3ccc(Cl)cc3)c2O[C@@H]1CN(C)S(=O)(=O)c1ccccc1 | -3 | -8 | -5 | -0.1 | -2[16.7 µM] | -9 | -5 | -7
Cc1ccc(S(=O)(=O)Nc2ccc3c(c2)CC(=O)N([C@@H](C)CO)C[C@@H](C)[C@H](CN(C)C(=O)Nc2cccc4ccccc24)O3)cc1 | 14 | . | . | -0.3 | . | -7 | -10 | .
C[C@@H]1CN([C@@H](C)CO)C(=O)CCCn2nncc2CO[C@@H]1CN(C)S(=O)(=O)c1ccc(Cl)cc1 | 1&6&-7 | -2&-2&10 | -5&4&5 | 0.0&2.4 | -1 | -1&1&9 | -1&0&1 | 0&-2&0
Cc1cc(C)n2nc(C(=O)Nc3c(C)nn(Cc4ccc(F)cc4)c3C)cc2n1 | -20 | . | . | 3.0 | -6 | . | 2 | .
COC(=O)c1ccc(-c2ccc(/C=N/NC(=O)CC3(C)OCCCO3)o2)cc1 | -7 | -1 | -4 | 1.2 | 0 | 3 | -6 | -4
Cc1sc2ncn(C(C)C(=O)OC3CCCCC3)c(=O)c2c1C (stereo not given) | . | -2 | -5 | . | 2 | -17 | . | 2
C[C@@H]1CN([C@@H](C)CO)C(=O)c2cccc(NS(=O)(=O)c3ccc(F)cc3)c2O[C@@H]1CN(C)S(=O)(=O)c1ccccc1 | -7 | -2 | -6 | -0.1 | -13[16.7 µM] | 5 | -2 | 1
Cc1cccc(CC(=O)Nc2sc(C(C)C)cc2C(=O)N2CCOCC2)c1 | -3 | -3 | -2 | 67* | 10 | . | 3 | 0
CCCCn1c(=O)[nH]c(=O)c2c1nc(-c1cc(Br)c(OCC)c(OC)c1)n2C | -10 | 2 | -9 | . | -1 | 8 | -2 | 8
O=C(O)CSCC(=O)N1CCN(c2nc3cc(Cl)ccc3s2)CC1 | -9 | -1 | 0 | 0.0 | -3 | 5 | 0 | 1
C[C@@H]1CN([C@H](C)CO)C(=O)c2cccc(NC(=O)C3CC3)c2O[C@H]1CN(C)Cc1ccc(Oc2ccccc2)cc1 | -12 | 28 | -1 | -0.3 | -2[16.7 µM] | 8 | -2 | 1
O=C(CSC1=NC(=O)C(Cc2ccccc2)C(=O)N1)NC1CCCCC1 (stereo not given) | . | -1 | 3 | . | 3 | -13 | . | 2
C[C@H](CO)N1C[C@H](C)[C@H](CN(C)Cc2ccc(C(=O)Nc3ccccc3N)cc2)Oc2c(NC(=O)Nc3ccc4c(c3)OCO4)cccc2C1=O | 20 | 3 | 4 | 0.4 | 18[16.7 µM] | -9 | 0 | -6
CCCN(C)C[C@@H]1Oc2ncc(C#CCN(C)C)cc2C(=O)N([C@H](C)CO)C[C@@H]1C | 0&-2 | -4&8 | 1&-3 | -0.1 | 4&7[16.7 µM] | 0&1 | -1&0 | -1&-1
CCC(=O)N1CCCC(C)(C(=O)Nc2ccc(C)c(C)c2)C1 (stereo not given) | -6 | 1 | 10 | 0.5 | 3 | . | -3 | -2
COc1ccc(C(C)(C)C)cc1NC(=O)COC(=O)CN1C(=O)NC2(CCCCC2C)C1=O (stereo not given) | -22 | 0 | 2 | -0.1 | -1 | -7 | -1 | -2
C[C@@H]1CN([C@H](C)CO)C(=O)c2cc(/C=C/c3ccccc3)cnc2O[C@@H]1CN(C)C(=O)c1cccc(F)c1 | 9 | -1 | 5 | -0.1 | 1[16.7 µM] | 11 | -2 | 2
COCCCNC(=S)NNC(=O)C(O)(c1ccccc1)c1ccccc1 | -12 | 0 | 2 | 3.1 | . | . | 2 | -3
CCCCN=c1scc(-c2ccc3c(c2)NC(=O)CO3)n1N=C1CCCC1 | -31 | 1 | 12 | . | -5 | -2 | 1 | 4
Cc1ccc(-n2nnnc2CNC(=O)c2ccc3c(c2)OCO3)cc1C | -12 | 0 | 2 | . | -3 | 4 | -2 | 1
O=C(CSc1ccccc1)Nc1ccc(NC(=O)c2ccco2)cc1 | -12 | 5 | -10 | . | 1 | -17 | -1 | 10
COc1ccc(CN(C)C[C@@H]2Oc3c(NS(=O)(=O)c4ccc(Cl)cc4)cccc3C(=O)N([C@@H](C)CO)C[C@@H]2C)cc1 | 1 | 0 | 7 | 2.6 | -2[16.7 µM] | 6 | 1 | 12
CCOC(=O)C(C)Sc1nnc(Cc2cc(=O)[nH]c(=O)[nH]2)n1-c1ccc(OCC)cc1 (stereo not given) | -17 | 6 | -3 | . | 0 | -5 | . | 0
Cc1ccc(CSc2ncn(-c3ccccc3)n2)cc1 | . | -4 | 1 | -1.6 | 0 | -9 | . | 4
Cc1noc(C)c1NC(=O)Nc1ccc2c(c1)C(=O)N([C@H](C)CO)C[C@H](C)[C@H](CN(C)Cc1ccc(C(=O)O)cc1)OCCCC[C@H](C)O2 | . | 52 | 5 | -0.1 | 13[16.7 µM] | 40 | . | -3

# A draw from above in order of molar mass, largest number first:
SMILES | RAD52 inh | Cneo AK release | RAD54 branch | E-selectin induc | miR122 inh | PGC1a acetyl inh | ERAP1 HTS inh | PglD inh
C[C@@H]1CN([C@@H](C)CO)C(=O)CCCn2nncc2CO[C@@H]1CN(C)S(=O)(=O)c1ccc(Cl)cc1 | 1&6&-7 | -2&-2&10 | -5&4&5 | 0.0&2.4 | -1 | -1&1&9 | -1&0&1 | 0&-2&0
CCCCN=c1scc(-c2ccc3c(c2)NC(=O)CO3)n1N=C1CCCC1 | -31 | 1 | 12 | . | -5 | -2 | 1 | 4
COCCCNC(=S)NNC(=O)C(O)(c1ccccc1)c1ccccc1 | -12 | 0 | 2 | 3.1 | . | . | 2 | -3

# Remaining list, next part:
SMILES | RAD52 inh | Cneo AK release | RAD54 branch | E-selectin induc | miR122 inh | PGC1a acetyl inh | ERAP1 HTS inh | PglD inh
O=C(CSc1nnc(CNC(=O)c2ccccc2)o1)c1ccccc1 | -7 | 0 | -2 | 0.2 | . | . | 0 | 4
CCc1ccc(NC(=O)CSc2nc3ncc(Br)cc3[nH]2)cc1 | -3 | -1 | -6 | . | -2 | 10 | 2 | -2
CCOC(=O)C1=C(C)N=c2s/c(=C\c3ccc(C(=O)O)cc3)c(=O)n2C1c1ccc(OC)cc1OC (stereo not given) | -197 | 1 | 1 | . | 3 | 8 | 2 | -7
O=C1C2C3C=CC(O3)C2C(=O)N1N=Cc1cccc2ccccc12 (stereo not given) | -18 | -1 | -3 | -0.1 | -5 | 2 | 3 | -6
COc1ccc(O)c(C(=O)c2cnn(C(=O)c3cccc(S(=O)(=O)N(C)C)c3)c2)c1 | 4 | -2 | -1 | 0.9 | 3 | 5 | -2 | -4
CCOC(=O)c1ccc(NS(=O)C23CC4CC(CC(C4)C2)C3)cc1 (stereo not given) | . | 1 | 11 | . | -7 | -11 | . | 0
COc1ccc(N2CCc3c(C)nc(SC)nc32)cc1 | -13 | 5 | 15 | . | 8 | 3 | 8 | 0
CCCCCCCC(=O)NC(Nc1ccccc1OC)C(Cl)(Cl)Cl (stereo not given) | . | 0 | 8 | . | 5 | -3 | . | 1

# Some of the entries above in another layout.
> CCOC(=O)C1=C(C)N=c2s/c(=C\c3ccc(C(=O)O)cc3)c(=O)n2C1c1ccc(OC)cc1OC (stereo not given)
  RAD52 inh: -197; Cneo AK release: 1; RAD54 branch: 1; E-selectin induc: .; miR122 inh: 3; PGC1a acetyl inh: 8; ERAP1 HTS inh: 2; PglD inh: -7

> O=C1C2C3C=CC(O3)C2C(=O)N1N=Cc1cccc2ccccc12 (stereo not given)
  RAD52 inh: -18; Cneo AK release: -1; RAD54 branch: -3; E-selectin induc: -0.1; miR122 inh: -5; PGC1a acetyl inh: 2; ERAP1 HTS inh: 3; PglD inh: -6

> COc1ccc(O)c(C(=O)c2cnn(C(=O)c3cccc(S(=O)(=O)N(C)C)c3)c2)c1
  RAD52 inh: 4; Cneo AK release: -2; RAD54 branch: -1; E-selectin induc: 0.9; miR122 inh: 3; PGC1a acetyl inh: 5; ERAP1 HTS inh: -2; PglD inh: -4

> CCOC(=O)c1ccc(NS(=O)C23CC4CC(CC(C4)C2)C3)cc1 (stereo not given)
  RAD52 inh: .; Cneo AK release: 1; RAD54 branch: 11; E-selectin induc: .; miR122 inh: -7; PGC1a acetyl inh: -11; ERAP1 HTS inh: .; PglD inh: 0

# Additional entries follow:
SMILES | RAD52 inh | Cneo AK release | RAD54 branch | E-selectin induc | miR122 inh | PGC1a acetyl inh | ERAP1 HTS inh | PglD inh
CCOc1cc(C#N)ccc1OCC(=O)N1CCN(C(=O)c2cccs2)CC1 | -11 | 7 | 5 | 0.1 | . | . | -4 | 4
O=C(Nc1ccc(N2CCCC2)cc1)c1cc([N+](=O)[O-])ccc1N1CCOCC1 | -4 | 2 | 1 | 0.0 | -4 | -1 | 0 | 2
Cc1ccc(/C(O)=C2/C(=O)C(=O)N(CCN3CCOCC3)C2c2cccnc2)cc1 (stereo not given) | . | 1 | 13 | . | 4 | . | . | 1
Cc1noc(C)c1NC(=O)N(C)C[C@H]1OCc2cnnn2CCCC(=O)N([C@H](C)CO)C[C@H]1C | -1&-5 | -2&2 | 2&5 | 0.0&0.0 | -6[16.7 µM] | 4&-6 | 1&0 | 0&-6
Cc1ccc(S(=O)(=O)N(C)C[C@@H]2OCc3cnnn3CCCC(=O)N([C@H](C)CO)C[C@@H]2C)cc1 | -9&12 | -5&1 | -9&0 | -0.1&0.2 | 3 | -12&2&0 | -3&-1 | -2&2
COCCCNC(=S)N1CCN(c2nc(-c3ccc(Cl)cc3)cs2)CC1 | -4 | 0 | -2 | . | -5 | 3 | -5 | 1
C[C@H]1CN([C@@H](C)CO)C(=O)Cc2cc(NC(=O)C3CC3)ccc2O[C@H]1CN(C)S(C)(=O)=O | 0 | -1 | -5 | -0.1 | 0[16.7 µM] | . | -1 | -2
CC(OC(=O)c1ccc(C#N)cc1)C(=O)Nc1ccc(Cl)cn1 (stereo not given) | -11 | 1 | 4 | -0.1 | -4 | -11 | -8 | -9
COc1ccccc1S(=O)(=O)Nc1ccc2c(c1)OC[C@@H](C)NC[C@H](C)[C@H](OC)CN(C)C2=O | -13 | -1 | 10 | 0.5 | 6[16.7 µM] | -9 | 0 | -1
Cc1ccc(C(=O)CCCn2nnc(-c3cccnc3)n2)cc1C | . | -7 | -23 | . | -3 | 10 | . | -2
